Screens from PubChem BioAssay.
DYRK1A inh – inhibitors of rat Dyrk1A kinase | inhibition, % at 12.5 µM | actives 0.43% (n = 310,000) | ADP-Glo luminescence, NFATc1 peptide; in the data active = inhibition above about 50%;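 also: plate controls were vehicle with enzyme for no effect and no enzyme for full effect; many of its hits are not listed in these tables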
AI-2 QS modul – modulators of Vibrio harveyi AI-2 quorum sensing system; Vibrio harveyi JMH597 AI-2 luminescence/OD600 ratio, 9 h; hits give low values; strain lacks LuxN and CqsS sensors; 0 = neutral-control median; activity change, % at 7.5 µM; actives 0.4% (n = 300,000); AID 2094; in the data active = activity change below about -75%, passing the limit was not always enough;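 also: luminescence divided by OD600 gain over 9 h not by final OD600 alone; inactives centre near 13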
HSP90 refold inh – inhibitors of HSP90 luciferase refolding in rabbit reticulocyte lysate; AID 1789; actives 0.91% (n = 290,000); inhibition, % at 5.6 µM; luciferase refolding luminescence, 3 h;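 active = inhibition above the screen-wide mean plus 3 SD, computed separately per campaign, cut at about 16% in these data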;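 also: 0% = DMSO wells and 100% = 60 µM geldanamycin wells; inhibitors lower the luminescence because luciferase stays unfolded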
HDAC3 inhib – inhibitors of human histone deacetylase 3; AID 2718; actives 0.15% (n = 320,000); O15379; inhibition, % at 8.3 µM; recombinant HDAC3, fluorogenic peptide/trypsin coupled, fluorescence; in the data active = inhibition above about 26%, passing the limit was not always enough
Target sequence (O15379 whole entry, looked up): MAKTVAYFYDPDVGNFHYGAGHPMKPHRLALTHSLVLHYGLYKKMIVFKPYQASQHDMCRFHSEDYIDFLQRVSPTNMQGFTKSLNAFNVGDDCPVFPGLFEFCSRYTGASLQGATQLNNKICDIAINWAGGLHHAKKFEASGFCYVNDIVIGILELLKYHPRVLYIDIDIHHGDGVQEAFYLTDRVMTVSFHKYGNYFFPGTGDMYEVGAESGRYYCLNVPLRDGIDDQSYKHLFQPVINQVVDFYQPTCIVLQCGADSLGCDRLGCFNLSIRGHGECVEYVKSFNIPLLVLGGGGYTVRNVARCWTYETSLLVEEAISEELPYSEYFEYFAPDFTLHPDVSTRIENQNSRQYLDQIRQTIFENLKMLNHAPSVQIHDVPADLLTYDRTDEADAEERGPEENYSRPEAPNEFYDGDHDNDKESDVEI
GSK3 alpha inh – blocks human GSK-3 alpha kinase; AID 2650; P49840; inhibition, % at 10 µM; actives 0.1% (n = 320,000); ADP-Glo luminescence, 60 min;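 in the data active = inhibition above about 50%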;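 also: GST-tagged GSK-3 alpha with peptide substrate and 25 µM ATP; 0% = DMSO neutral wells and 100% = GW8510 positive control wells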
Target sequence (P49840 whole entry, looked up): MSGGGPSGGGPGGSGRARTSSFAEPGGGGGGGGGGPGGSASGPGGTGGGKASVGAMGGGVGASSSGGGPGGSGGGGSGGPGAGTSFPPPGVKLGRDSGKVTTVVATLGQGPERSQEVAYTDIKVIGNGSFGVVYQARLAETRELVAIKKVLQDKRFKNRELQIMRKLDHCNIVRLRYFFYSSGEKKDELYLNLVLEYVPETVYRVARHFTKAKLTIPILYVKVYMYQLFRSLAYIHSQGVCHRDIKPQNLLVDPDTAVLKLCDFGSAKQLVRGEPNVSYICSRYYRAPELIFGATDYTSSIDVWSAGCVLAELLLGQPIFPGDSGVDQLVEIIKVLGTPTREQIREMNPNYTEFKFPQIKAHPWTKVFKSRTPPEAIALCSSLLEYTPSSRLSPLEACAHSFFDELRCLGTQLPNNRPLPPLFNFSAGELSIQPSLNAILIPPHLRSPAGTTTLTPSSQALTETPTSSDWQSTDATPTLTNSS
Platelet DG rel – platelet dense granule release activity; AID 1663; inhibition, %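 (compounds screened at 7.5 µM in platelet-rich plasma)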; human platelet-rich plasma, SFLLRN dense granule ATP release, luminescence; actives 0.22% (n = 300,000);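 active = mean replicate score, as percent of positive control, at or above 50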
GSK3beta inhib – blocks human GSK3beta kinase activity; P49841; GST-GSK3beta kinase, ADP-Glo luminescence, 60 min; hits give low values; activity score (negative = inhibition), % at 10 µM; actives 0.038% (n = 300,000); AID 2097;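 active = more than half of replicate wells score below -50%, meaning over 50% inhibition versus plate controls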;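 also: 0% = median DMSO wells and -100% = median GW8510 positive control wells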
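Assay system: GST-fused GSK3beta enzyme, cell-free / Medium: Tris pH 7.5 buffer with MgCl2, DTT, BSA, heparin / Also added: peptide substrate plus 25 µM ATP (final) / Compound: 10 µM single point / Timing: kinase reaction with compound 60 min at room temperature / Detection: ADP-Glo luminescence / Benchmarks: DMSO neutral wells and GW8510 at 20 µM as positive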
HSF-1 act – increases HSF-1 driven luciferase reporter signal. actives 1.7% (n = 300,000). NIH3T3-HGL HSF-1 luciferase reporter, MG132, 8 h; 100% = twice DMSO control signal. activation, % at 9 µM;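 active = mean replicate activation of at least 50% with a set share of replicates each reaching 50%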;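 also: 0% = median of the neutral control wells and 100% = twice that signal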
PolyA inh – yeast polyadenylation inhibition | S. cerevisiae SKY197-pL101 polyadenylation reporter, beta-gal luminescence; efflux-impaired pdr1/pdr3 knockout yeast; score 100 = 6 SD above DMSO | calls only at 12 µM | actives 0.02% (n = 300,000);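 active = lowest replicate activity score at least 50, where 100 means six control SD above control mean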;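 also: yeast exposed to compound for 9 h at 30 °C; higher score means more reporter readthrough which indicates perturbed polyadenylation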
HSF1 inh – HSF1 inhibition; NIH3T3-HGL HSE-luciferase, MG132-induced, luminescence 8 h; hits give low values; activity change, negative = inhibition, % at 7.5 µM (by protocol); actives 0.77% (n = 300,000); AID 2098;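 active = more than half of replicate wells show activity change below -50%, luminescence cut by over half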;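 also: luciferase reports HSF-1 transcriptional activity via heat shock element; 0% = median of DMSO wells and -100% = zero luminescence signal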
Numbers without * were called inactive; i = inactive; . = no result given.

Screens in order: DYRK1A inh	AI-2 QS modul	HSP90 refold inh	HDAC3 inhib	GSK3 alpha inh	Platelet DG rel	GSK3beta inhib	HSF-1 act	PolyA inh	HSF1 inh
- COc1ccccc1NC(=O)c1c(NC(=O)CCC(=O)O)sc2c1CCCCC2
 : -1	36	2	-4	-3	6	5	-2	i	2
- Cc1ccc(CN2CCN(/N=C/C=C/c3ccccc3[N+](=O)[O-])CC2)cc1
 : -6	15	-2	5	-1	-7	-3	36	i	13
- CC1CCN(C(=O)CSc2nnc(CNC(=O)c3ccc(S(=O)(=O)N(C)C)cc3)o2)CC1
 : 1	14	-6	-1	-1	15	0	-1	i	-6
- CCc1cccc(N(C(=O)c2csnn2)C(C(=O)NC(C)(C)CC)c2ccccn2)c1 (stereo not drawn)
 : 1	15	-4	-2	-3	12	-2	7	i	5
- Cc1cc(C)cc(OCC(=O)Nc2ccccc2C(=O)N2CCOCC2)c1
 : -2	16	-4	0	-3	-6	2	-3	i	-2
- O=C(c1ccc(Cl)c(Cl)c1)N1CCC(=O)N(C(COCc2cccc(Cl)c2)Cc2ccccc2)CC1 (stereo not drawn)
 : 5	13	5	2	0	-4	-1	12	i	16
- O=C(NCc1ccccc1)C1=C[C@H](c2ccc(C(F)(F)F)cc2)C[C@H](OCc2ccc(CO)cc2)O1
 : 0	-4	15	10	-3	7	0	-11	i	0
- O=[N+]([O-])c1cc2c(cc1/C=N/n1c(-c3ccccn3)n[nH]c1=S)OCO2
 : 12	23	3	6	4	0	13	1	i	2
- Cc1ccc(-n2nnc3c(=O)oc4ccccc4c32)cc1
 : 3	11	0	-3	-4	-2	1	17	i	9
- Cc1cc(NCCCN(C)C)n2c(nc3ccccc32)c1C#N
 : 5	7	-1	-61	6	-10	1	-1	i	-5
- O=C(CSC1CC(=O)N(CCc2ccccc2)C1=O)Nc1ccc(Cl)cc1 (stereo not drawn)
 : -2	27	-1	3	0	5	2	2	i	8
- Cc1cc(CNC(=O)Cc2ccc(F)cc2)c2ccccc2n1
 : -2	14	0	3	-1	3	0	21	i	16
- CCOCCn1c(=NC(=O)c2cc3ccccc3oc2=O)sc2cc(S(N)(=O)=O)ccc21
 : -8	17	2	-1	-5	9	4	9	i	5
- CCOc1ccc(NC(=O)C23CC4CC(C2)CC(c2ccccc2)(C4)C3)cc1
 : 1	6	-3	-3	-1	11	-1	2	i	0
- CCN1CCN(C(=O)C2CCN(C(=O)c3cc4sccc4n3CC)CC2)CC1
 : -1	20	-1	4	-3	0	1	-76	i	-70*
- COCCNc1cc(N)c([N+](=O)[O-])cc1[N+](=O)[O-]
 : 7	15	-1	2	0	-1	1	-6	i	-1
- Cc1nc(NC(=O)/C=C/c2ccc(C(C)(C)C)cc2)sc1C(=O)N(C)C
 : 2	21	-4	-1	1	4	4	-4	i	2
- C=C(C)COc1ccc(-c2ncnc(C(F)(F)F)c2-c2ccc(OC)cc2)c(O)c1
 : -3	7	4	7	-3	-1	-3	16	i	-1
- CC1CCN(CC(=O)c2cccs2)CC1
 : .	-2	-1	3	-1	1	3	-66	i	-62*
- OC(c1ccc(Cl)cc1)C(CN1CCOCC1)c1ccccc1 (stereo not drawn)
 : -2	8	0	-2	0	1	-3	-12	i	9
- COC(=O)c1ccc(Nc2nc(N3CCOCC3)nc(N3CCOCC3)n2)cc1
 : 0	11	-4	0	1	0	1	0	i	-3
- CCSc1nc2ccccc2n1Cc1nc(N)nc(N(C)C)n1
 : 2	6	1	3	0	10	3	18	i	1
- CC1CCN(CC(=O)N2CCc3ccccc32)CC1
 : -5	14	-2	9	-2	-11	2	-7	i	-6
- NS(=O)(=O)c1ccc(CCNC(=O)C2(S(=O)(=O)c3ccc(Cl)cc3)CC2)cc1
 : 1	26	-1	-6	0	-11	0	-2	i	-1
- CC(C)c1cc2c(c(O)c1O)[C@@]13CCCC(C)(C)C1CC2OC3=O (stereo partly drawn)
 : -2	50	2	2	-3	-9	2	66*	i	53
- COc1ccc(NC2CCCN(C(=O)CCCn3cncn3)C2)cc1 (stereo not drawn)
 : 15	27	-1	-3	1	0	-5	-20	i	-7
- Cn1ncc([N+](=O)[O-])c1C(=O)Nc1ccc(-c2nc3ccccc3o2)cc1
 : 6	16	2	4	0	18	0	56*	i	19
- Cc1ccc(C(=O)O)cc1NC(=S)NC(=O)Cc1ccccc1
 : 15	1	0	-12	2	0	0	-49	i	-28
- Cc1cccc(N2CCN(C(=O)c3ccccc3NC(=O)C3CC=CCC3C(=O)O)CC2)c1 (stereo not drawn)
 : -4	10	-2	1	-1	0	1	-9	i	-6
- CCOC(=O)c1cnc(SC2CC(=O)N(c3cccc(OC)c3)C2=O)nc1N (stereo not drawn)
 : -9	3	-1	2	-1	.	0	6	i	10
- Cc1nonc1CC(=O)NC1CCCc2c1cnn2-c1ccc(F)cc1F (stereo not drawn)
 : .	7	1	.	.	4	2	2	i	-6
- CCN(C(=O)COC(=O)c1cccn1C)C1CCS(=O)(=O)C1 (stereo not drawn)
 : -4	25	1	3	-2	1	2	-10	i	3
- COc1ccc(/C=N/c2nc3ccccc3n2CCN2CCCCC2)cc1OC
 : 5	15	0	2	-3	-5	0	-2	i	-5
- CC(=O)c1sc2nc(-c3ccccc3)cc(C)c2c1N
 : 4	21	-3	3	-2	-1	0	-22	i	-3
- COc1ccc(OC)c(-n2c(SCC(C)=O)nnc2-c2cccc(S(=O)(=O)N(C)C)c2)c1
 : 3	10	1	5	-1	0	-1	-1	i	-7
- Cc1cc(NC(=O)/C=C/c2ccccc2)c(C(C)C)cc1O
 : -1	8	0	-1	1	-2	0	-6	i	-2
- O=C1C(C=NCC2CCCO2)=C(O)c2ccccc21 (stereo not drawn)
 : 11	22	4	19	0	8	-1	32	i	7
- O=C(Nc1cc(Cl)cc(Cl)c1)C(NCCO)c1ccccc1 (stereo not drawn)
 : -9	16	2	2	-1	4	3	3	i	-6
- COc1cccc(NC(=O)CSc2ccccn2)c1
 : 4	7	-2	3	0	-8	3	47	i	24
- CC1(C)CC(=O)C(C=Nc2cccnc2/N=C/C2=C(O)CC(C)(C)CC2=O)=C(O)C1
 : -1	19	1	-1	-1	13	-4	-38	i	-26
- CSCCC(NC(=O)COc1ccccc1)C(=O)NC1CCC(C)CC1 (stereo not drawn)
 : .	-5	.	1	1	-7	2	6	i	4
- COc1ccc(-c2nc(SCC(=O)N(CC(C)C)c3c(N)n(Cc4ccccc4)c(=O)[nH]c3=O)n[nH]2)cc1
 : 12	.	.	5	0	6	.	0	i	1
- Cc1ccc(S(=O)(=O)N2CCOCC2)cc1NC(=O)CSc1nc2ccccc2c(=O)n1Cc1ccccc1
 : 2	15	-1	-7	1	-1	4	22	i	5
- CCCCCC(=O)c1ccc(O)cc1O
 : -3	-47	-1	2	-1	-1	-3	27	i	9
- CCN(CC)C(=O)c1sc2nc(Cc3ccccc3)[nH]c(=O)c2c1C
 : 1	18	1	-1	-1	-1	-2	-9	i	5
- Cn1c(CC(=O)Nc2ccccc2)nnc1SCCOc1ccccc1
 : -8	-7	2	-8	-2	3	-2	24	i	3
- COc1ccccc1NCCC(=O)OCC(=O)NC1CC1
 : 0	0	0	-1	-3	0	0	.	i	.
- Cc1nc(N)nc(N)c1CCCc1ccc(Cl)c(Cl)c1
 : .	12	.	-3	4	4	0	20	i	0
- Cc1nn(CC(=O)NCc2ccccc2)c(=O)c2cccn12
 : 9	16	0	-1	-1	7	2	7	i	5
- Cc1ccc(CNC(=O)Cn2cnc(S(=O)(=O)N3CCCCC3)c2)o1
 : 1	10	2	15	4	-15	-3	11	i	1
- CCOc1ccc(-n2c(SCC)nc3c(c2=O)SCC3)cc1
 : -1	0	5	-3	8	1	-2	17	i	-4
- C/C(Cl)=C\Cn1c(N2CCCCCC2)nc2c1c(=O)n(C)c(=O)n2C
 : -3	.	0	0	1	.	.	.	.	.
- O=C(N/C(=C/c1cccc([N+](=O)[O-])c1)C(=O)N1CCCCC1)c1cccs1
 : -2	11	1	7	-2	0	2	-5	i	-12
- Oc1ccc(-c2csc(Nc3cccc4ccccc34)n2)cc1O
 : -3	6	4	-1	-1	-7	0	1	i	-2
- O=C(COC(=O)c1cccs1)Nc1ccccc1[N+](=O)[O-]
 : 5	3	-3	0	5	-4	-2	-6	i	-2
- CCN(C(=O)COC(=O)c1cc(-c2ccc3cc(OC)ccc3c2)nc2ccccc12)C1CCS(=O)(=O)C1 (stereo not drawn)
 : .	37	1	-8	-2	15	1	70*	i	36
- COc1cc(NC(=O)COC(=O)c2n[nH]c3ccccc23)c(C)cc1[N+](=O)[O-]
 : 11	6	-2	2	-1	4	-1	9	i	14
- O=C(Nc1ncccc1O)c1ccc2ccccc2c1
 : 6	53	17*	10	-1	-5	0	37	i	21
- CN(C)C1=NCCN1CCC1CCCC1
 : 4	10	-7	-7	-3	4	-6	-3	i	0
- CN(C/C=C/C#CC(C)(C)C)Cc1cccc2ccccc12
 : 4	24	.	14	0	-1	4	-3	i	5

(cont.)
Screens in order: DYRK1A inh	AI-2 QS modul	HSP90 refold inh	HDAC3 inhib	GSK3 alpha inh	Platelet DG rel	GSK3beta inhib	HSF-1 act	PolyA inh	HSF1 inh
- c1ccc(-c2cc(-c3nn4c(-c5ccco5)nnc4s3)c3ccccc3n2)cc1
 : 3	31	1	.	.	3	-5	-18	i	-11
- Oc1c(C(c2ccccc2)N2CCN(Cc3ccccc3)CC2)sc2ncnn12 (stereo not drawn)
 : -9	25	-1	.	-4	2	2	-18	i	-1
- O=C1c2ccncc2C(=O)N1C1CCCCC1
 : -11	8	0	1	-1	-1	4	-8	i	2
- S=C(Nc1ccc(CN2CCCCC2)cc1)Nc1cccc(Cl)c1Cl
 : 6	24	0	13	3	-7	-2	-5	i	7
- CC(c1nnc(SCC(=O)NC(=O)NCc2ccco2)n1-c1ccc(Cl)cc1)N(C)C (stereo not drawn)
 : -2	28	-1	6	-1	5	3	-7	i	7
- Cc1ccc(-c2nnn(CC(=O)N(c3cnc4ccccc4c3)C(C(=O)NC3CCCC3)c3ccncc3)n2)o1 (stereo not drawn)
 : 1	27	0	8	-1	6	9	2	i	1
- Cc1ccc(C(=O)NC2CCS(=O)(=O)C2)cc1S(=O)(=O)N1CCCC1 (stereo not drawn)
 : .	-7	-3	3	1	-1	5	24	i	-3
- COC(CNC(=O)c1cn(C)c2ccc(S(=O)(=O)N(C)C3CCCCC3)cc2c1=O)OC
 : 0	.	-1	-1	2	8	0	0	i	-5
- COc1ccc(C2Nc3ccccc3C(=O)N2NC(C)=O)c(OC)c1 (stereo not drawn)
 : -2	13	2	-16	-1	-2	1	-3	i	-5
- C#CCOCCOCCOCCNc1nc(N2CCN(C(=O)C([C@@H](C)CC)n3cc(C(N)COC(=O)C(F)(F)F)nn3)CC2)nc(N2CCN(C(=O)C([C@@H](C)CC)n3cc(C(N)CC(C)C)nn3)CC2)n1 (stereo partly drawn)
 : .	5	.	5	-2	15	2	7	i	-1

These rows are one share of the data; count on the stated rates, not on these rows.
